Bioassay records (PubChem BioAssay)
PrPC TRFRET: inhibitors of human cell surface prion protein PrPC; P04156; TR-FRET read-out; inhibition, % at 13.8 µM; 370,000 compounds, 0.43% hits; in the data active = inhibition above about 24%; also: 0% = median of the test wells and 100% = reference compound wells
BH1578 lux ind: induces V. cholerae light production without autoinducers | 350,000 compounds, 0.16% hits | AID 588436 | V. cholerae BH1578 lux reporter, luminescence, 6 h | activation, % at 18.7 µM; in the data active = activation mostly above about 9.7%, no sharp cut-off; also: not every result past the cut was called active; inactives centre near 0; reference of the scale not given here
CCHFV vOTU inh: CCHFV vOTU protease inhibition; Pep-AMC fluorescence; 370,000 compounds, 0.55% hits; inhibition, % at 11.5 µM; in the data active = inhibition above about 30%; also: 0% = vehicle wells with enzyme and 100% = no enzyme wells
SSB-PriA inh: inhibitors of Klebsiella pneumoniae PriA binding to SSB C-terminal tail. AlphaScreen SSBct-PriA binding, biotinylated peptide. inhibition, % at 33 µM. 430,000 compounds, 0.6% hits. AID 1272365; in the data active = inhibition mostly above about 37%, no sharp cut-off; inactive = mostly below about 20%;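 also: plate controls were negative control peptide for no effect and reference peptide for full effect; strong numbers were not always called active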
SARS 3CLpro inh: SARS-CoV 3CLpro protease inhibition. P0C6X7. recombinant SARS-CoV 3CLpro, quenched FRET peptide cleavage. inhibition, % at 6 µM. 290,000 compounds, 0.14% hits. AID 1706; in the data active = inhibition above about 12%
Y pestis TopoI: Y. pestis Topo-I inhibition via cleavage products; AID 504884; Y. pestis Topo-I cleavage product accumulation, plate reader; activity, % at 10 µM; 360,000 compounds, 0.064% hits; in the data active = activity above about 50%, passing the limit was not always enough; also: inactives centre near 2
VHR inh abs: inhibitors of human VHR1 phosphatase (DUSP3); P51452; recombinant VHR phosphatase, pNPP absorbance; inhibition, % at 13.3 µM; 290,000 compounds, 0.52% hits; in the data active = inhibition above about 50%; also: some compounds called inactive have numbers as strong as hits
MazF activator: increases E. coli MazEF RNase cleavage of RNA | P0AE70 | FAM/BHQ RNA-DNA oligo cleavage fluorescence, 5 h | activation, % at 20 µM | 350,000 compounds, 0.32% hits; in the data active = activation above about 50%
Rv3671c protease: Rv3671c (M. tuberculosis) protease inhibition. P9WHR9. inhibition, % at 5.96 µM. 320,000 compounds, 0.048% hits; in the data active = inhibition above about 38%;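 also: extracellular domain of Rv3671c used as enzyme; 0% = enzyme with DMSO and 100% = no enzyme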
TcdB GH inh: blocks C. difficile toxin B glycohydrolase activity; P18177; TcdB glycohydrolase enzymatic assay, plate reader; inhibition, % at 9.99 µM; 350,000 compounds, 0.24% hits; AID 652162; in the data active = inhibition above about 10%
Target sequence (P18177 whole entry, looked up): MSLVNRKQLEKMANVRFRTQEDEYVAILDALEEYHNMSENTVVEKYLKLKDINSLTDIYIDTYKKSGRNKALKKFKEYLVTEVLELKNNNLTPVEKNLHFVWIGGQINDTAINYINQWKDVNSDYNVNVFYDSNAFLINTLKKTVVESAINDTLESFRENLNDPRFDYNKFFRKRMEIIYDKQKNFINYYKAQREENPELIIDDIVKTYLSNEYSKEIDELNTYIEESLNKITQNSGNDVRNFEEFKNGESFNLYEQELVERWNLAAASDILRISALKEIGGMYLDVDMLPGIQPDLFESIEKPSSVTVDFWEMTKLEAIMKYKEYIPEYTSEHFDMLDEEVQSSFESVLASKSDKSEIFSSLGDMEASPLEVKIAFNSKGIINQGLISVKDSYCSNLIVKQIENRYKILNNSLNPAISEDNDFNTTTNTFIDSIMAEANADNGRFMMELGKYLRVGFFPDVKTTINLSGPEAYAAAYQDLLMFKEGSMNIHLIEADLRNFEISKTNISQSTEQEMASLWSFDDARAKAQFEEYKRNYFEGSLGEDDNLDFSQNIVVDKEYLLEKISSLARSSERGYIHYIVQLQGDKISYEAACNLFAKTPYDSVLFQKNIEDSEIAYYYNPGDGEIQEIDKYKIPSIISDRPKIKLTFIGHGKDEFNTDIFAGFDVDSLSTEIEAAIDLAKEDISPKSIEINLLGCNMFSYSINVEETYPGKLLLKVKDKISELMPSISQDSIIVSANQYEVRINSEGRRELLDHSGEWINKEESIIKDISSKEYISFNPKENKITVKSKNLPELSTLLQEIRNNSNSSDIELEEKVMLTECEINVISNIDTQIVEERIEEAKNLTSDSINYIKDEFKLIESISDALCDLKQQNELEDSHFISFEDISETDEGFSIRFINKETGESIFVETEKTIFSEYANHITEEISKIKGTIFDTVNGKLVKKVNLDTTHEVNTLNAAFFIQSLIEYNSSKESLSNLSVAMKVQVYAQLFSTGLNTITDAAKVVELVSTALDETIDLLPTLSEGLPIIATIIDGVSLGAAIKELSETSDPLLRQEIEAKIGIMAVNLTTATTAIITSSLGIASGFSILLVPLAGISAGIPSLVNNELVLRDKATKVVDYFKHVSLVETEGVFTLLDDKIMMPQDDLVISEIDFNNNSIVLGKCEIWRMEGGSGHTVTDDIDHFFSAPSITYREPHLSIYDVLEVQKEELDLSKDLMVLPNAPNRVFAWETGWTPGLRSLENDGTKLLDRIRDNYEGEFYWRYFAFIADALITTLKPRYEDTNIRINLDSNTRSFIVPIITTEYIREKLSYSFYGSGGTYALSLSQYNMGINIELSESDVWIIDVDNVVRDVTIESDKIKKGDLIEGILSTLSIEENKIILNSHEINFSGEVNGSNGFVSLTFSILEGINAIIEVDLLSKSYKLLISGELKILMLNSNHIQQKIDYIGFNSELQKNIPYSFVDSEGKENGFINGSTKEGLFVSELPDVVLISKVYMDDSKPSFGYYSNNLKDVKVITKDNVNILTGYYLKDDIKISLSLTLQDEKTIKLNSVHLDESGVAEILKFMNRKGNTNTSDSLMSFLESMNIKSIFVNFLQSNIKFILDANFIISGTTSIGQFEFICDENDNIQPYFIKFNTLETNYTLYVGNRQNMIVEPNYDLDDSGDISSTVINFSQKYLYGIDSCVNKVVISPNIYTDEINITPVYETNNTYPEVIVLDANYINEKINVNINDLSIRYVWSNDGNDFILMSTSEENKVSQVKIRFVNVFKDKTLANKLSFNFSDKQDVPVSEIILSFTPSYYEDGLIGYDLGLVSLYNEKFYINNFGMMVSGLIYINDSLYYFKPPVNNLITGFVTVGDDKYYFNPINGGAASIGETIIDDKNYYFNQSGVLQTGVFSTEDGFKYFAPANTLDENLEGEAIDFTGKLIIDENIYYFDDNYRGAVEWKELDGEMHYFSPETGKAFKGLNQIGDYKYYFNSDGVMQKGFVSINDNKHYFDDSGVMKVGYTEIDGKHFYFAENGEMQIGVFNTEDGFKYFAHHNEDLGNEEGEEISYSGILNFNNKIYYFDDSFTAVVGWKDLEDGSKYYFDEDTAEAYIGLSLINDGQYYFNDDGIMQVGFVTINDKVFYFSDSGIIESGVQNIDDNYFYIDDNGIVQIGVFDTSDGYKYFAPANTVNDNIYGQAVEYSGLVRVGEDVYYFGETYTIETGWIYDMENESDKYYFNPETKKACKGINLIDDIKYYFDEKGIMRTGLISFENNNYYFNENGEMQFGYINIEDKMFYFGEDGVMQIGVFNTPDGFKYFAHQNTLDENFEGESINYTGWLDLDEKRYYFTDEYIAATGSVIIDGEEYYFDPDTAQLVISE
Active calls of the source: *; i = inactive; / = not tested or not shown; & = joins results of further samples. An excerpt; count on the stated rates, not on these rows.

SMILES	PrPC TRFRET	BH1578 lux ind	CCHFV vOTU inh	SSB-PriA inh	SARS 3CLpro inh	Y pestis TopoI	VHR inh abs	MazF activator	Rv3671c protease	TcdB GH inh
CCC(CC)C(=O)Nc1cccc(S(=O)(=O)c2cccc(NC(=O)C(CC)CC)c2)c1	5	-12	-1	-7	0	15	-20	5	-34	/
COc1ccc(C(C(=O)NC2CCCC2)N(C(=O)c2snc(C(N)=O)c2N)C2CCCC2)cc1OC (stereo unspecified)	0	-3.3	-4	1	3	26	-5	-1	3	1.5
Nc1ccc2c(c1)C(=O)c1cc(N)c(Cl)cc1-2	6	i	4	12	/	-25	/	-11	/	1.2
CC1(C)Cc2c(cnn2-c2cccc(F)c2)C(NC(=O)c2ccc(=O)[nH]n2)C1 (stereo unspecified)	-1	-0.2	9	-8	-2	2	7	9	-10	1.0
CC(=O)Nc1ccc(S(=O)(=O)Nc2ccc(S(=O)(=O)Nc3nc(C)cc(C)n3)cc2)cc1	2	-0.3	2	1&-18	0	9	8	5	7	0.6
COc1ccc(NC(=S)NC(NC(=O)c2ccc(Cl)cc2Cl)C(Cl)(Cl)Cl)c([N+](=O)[O-])c1 (stereo unspecified)	4	-0.5	-10	30	2	4	27	4	-78	-0.1
O=C(c1cc(S(=O)(=O)N2CCOCC2)ccc1Cl)N1CCc2ccccc2C1	4	-0.4	5	-4	-7	22	10	5	0	1.3
COc1ccc(-c2ccc(C(=O)NCc3ccc(N(C)C)cc3)c3occc23)c(C)c1	11	-0.4	20	/	/	6	/	/	/	-2.1
Fc1ccc(/C=N/N2CCN(Cc3ccccc3)CC2)cc1	8	3.8	-5	/	-4	-7	13	-7	-3	1.8
COc1cc(CN2C[C@@H](CO)O[C@@H](n3cnc4c(NCCCO)ncnc43)C2)cc(OC)c1OC	10	-0.2	4	/	/	-10	/	/	/	1.4
CCOC(=O)c1c(N)sc2c1CCSC2	-12	-0.5	9	6	-4	-2	23	-2	3	/
CCOC(=O)C1(CCCc2ccccc2)CCN(C(=O)C2=C(C)OCCO2)CC1	-3	-0.4	-4	-11	-3	11	17	-10	/	1.3
O=c1nc2sc3ccccc3n2c(=O)n1-c1cccc(Cl)c1	/	-1.9	/	-5	1	1	3	4	3	/
CC(=O)Nn1cnc2c(c1=O)C1(CCCC1)Cc1ccccc1-2	3	/	3	-22	-4	3	-24	1	5	/
Cc1ccccc1NC(=O)c1cc2c(=O)n3cccc(C)c3nc2s1	-2	i	2	-4	-1	-2	8	32	-4	0.5
OC(CNCCN1CCNCC1)Cc1ccccc1 (stereo unspecified)	-6	i	4	-5	/	7	/	9	/	-0.6
COc1ccc(/C=N/NC(=O)Nc2nonc2N)cc1	4	1.0	-3	/	-4	4	-22	-6	7	/
O=C1N(Cc2cccnc2)C[C@@H]2C[C@@H](c3ccc4nonc4c3)N3CCC[C@@]123	-12	-0.3	-4	-11	-1	0	16	0	4	-2.1
CCC(=O)c1ccc(OC(=O)c2ccc(Br)o2)cc1	-6	3.3	12	-8	-2	3	/	0	2	/
CCC(=O)Nc1ccc(Cl)c(NC(=O)c2ccc([N+](=O)[O-])cc2)c1	-22	i	-5	-2	2	-6	-7	-1	5	0.5
C=CCn1c(SCC(=O)NNC(=O)Nc2ccc(C)cc2)nnc1-c1ccccc1	12	-0.5	1	-7	0	8	23	9	-7	-2.2
CCn1c(C)c(C(=O)Nc2ccc(OC)cc2)c2cc(OC)ccc21	9	i	13	-7	4	2	24	3	-34	-0.4
O=C(O)c1ccc(NC(=S)NC(=O)c2ccc3ccccc3c2)cc1	2	-0.2	4	8	7	9	24	-1	0	0.7
CS(=O)(=O)c1ccc2nc(NC(=O)CCNC(=O)c3ccccc3Cl)sc2c1	-6	4.4	7	-7	/	2	/	3	-5	1.4
COc1ccc(C(=O)Oc2cccc3cccnc23)cc1S(=O)(=O)N1CCOCC1	4	i	-9	4	0	5	0	-3	-3	1.2
Cc1cccc(NC(NC(=O)Cc2ccccc2)C(Cl)(Cl)Cl)c1 (stereo unspecified)	10	-0.4	20	-10	0	-4	23	5	-3	0.1
COc1ccc(NC(=O)C2CCCN(S(=O)(=O)c3ccc4c(c3)CCCN4C(C)=O)C2)cc1 (stereo unspecified)	2	-0.3	16	3	6	22	29	-3	6	0.5
CC(C)CCNC(=O)c1nn(Cc2ccccc2)c(=O)c2ccccc12	-7	-0.5	6	-11	4	-6	11	-4	-8	-0.3
Cc1ccc(/C=N/Nc2nc3ccccc3[nH]2)s1	27*	-0.3	3	/	0	-14	-8	-2	-1	/
Cc1ccc(S(=O)(=O)N2[C@@H](c3ccc(F)cc3)C(C(=O)O)=CC[C@H]2c2ccc3c(c2)OCO3)cc1	-3	-0.4	1	-18	/	5	/	0	-4	0.6

Gathered by group, those above with two or more sulfur atoms (3)
SMILES	PrPC TRFRET	BH1578 lux ind	CCHFV vOTU inh	SSB-PriA inh	SARS 3CLpro inh	Y pestis TopoI	VHR inh abs	MazF activator	Rv3671c protease	TcdB GH inh
CC(=O)Nc1ccc(S(=O)(=O)Nc2ccc(S(=O)(=O)Nc3nc(C)cc(C)n3)cc2)cc1	2	-0.3	2	1&-18	0	9	8	5	7	0.6
CCOC(=O)c1c(N)sc2c1CCSC2	-12	-0.5	9	6	-4	-2	23	-2	3	/
CS(=O)(=O)c1ccc2nc(NC(=O)CCNC(=O)c3ccccc3Cl)sc2c1	-6	4.4	7	-7	/	2	/	3	-5	1.4

New compounds follow:
SMILES	PrPC TRFRET	BH1578 lux ind	CCHFV vOTU inh	SSB-PriA inh	SARS 3CLpro inh	Y pestis TopoI	VHR inh abs	MazF activator	Rv3671c protease	TcdB GH inh
Cc1c(Br)c(C(F)(F)F)nn1CC(=O)N(C)C1CCCCC1	10	i	9	-6	1	3	6	10	-1	-4.0
CCOC(=O)N1CCN(c2c(-c3ccc(C(C)C)cc3)c(=O)c2=O)CC1	-10	/	4	4	3	8	20	-5	-1	/
COC(=O)/C(C#N)=C/c1c(N2CCN(Cc3ccc4c(c3)OCO4)CC2)nc2c(C)cccn2c1=O	7	-0.6	2	4	-5	-3	0	5	-10	-0.2
O=C1C2CCCN2C(c2cccc(Br)c2)N1c1ccc(F)cc1 (stereo unspecified)	2	-0.1	-5	-4	-2	-8	17	-4	1	-1.6
CC1(C(=O)NS(=O)(=O)c2ccc(C#N)cc2)CCN1C(=O)c1cccc2ccccc12 (stereo unspecified)	-4	i	-2	/	/	-1	/	/	/	-0.8
Cn1cnc([N+](=O)[O-])c1C(=O)Nc1cccc([N+](=O)[O-])c1	-30	-0.5	2	-11	2	-1	-1	8	-1	1.0
O=C(COc1ccccc1Cl)NNC(=O)c1ccc(-n2cncn2)c([N+](=O)[O-])c1	-14	2.0	-6	4	/	2	/	2	5	0.9
CCOC(=O)c1sc2nc(NC(=O)COc3ccccc3)sc2c1C	-9	-1.0	12	-11	3	0	34	7	7	0.4
CC(C)Cc1nc(N2CCC(C(N)=O)CC2)c2nnn(Cc3ccccc3)c2n1	-4	-0.4	-2	-5	-5	1	10	-15	8	/
CCC(=NCCO)c1c(O)n(-c2ccccc2)c(=O)[nH]c1=O	-6	-0.7	-10	-15	4	4	0	0	3	/
N/C(=N\OC(=O)c1cccc(Cl)c1)c1cccnc1	-1	i	5	/	-4	1	29	6	5	/
O=C(COC(=O)C1CC2CCCC(C1)C2=O)NC(=O)c1ccccc1 (stereo unspecified)	-5	0.6	-8	-1	/	-5	/	6	6	0.0
COc1ccc(C(CNC(=O)c2cc3ccccc3cc2OC)N2CCCC2)cc1 (stereo unspecified)	5	i	-10	-14	-2	-3	39	-3	0	/
CCCSc1nc(O)c(C2OC(=O)c3c2ccc(OC)c3OC)c(=O)n1C (stereo unspecified)	1	-0.3	-1	3	1	6	8	-5	-9	/
O=C(O)c1ccccc1SCC(=O)N1CCOCC1	-3	-0.8	-13	-11	0	7	19	0	-6	0.3
COc1ccc(C(=O)Nc2ccccc2N2CCN(C(=O)c3ccccc3)CC2)cc1Br	0	0.4	20	17	5	32	10	-13	-6	0.8
CC(C)CCN1CC(C(=O)N2CCN(c3ccc(F)cc3)CC2)CC1=O (stereo unspecified)	-1	17*	2	-2	-7	2	13	5	-11	/
O=C(NCCS(=O)(=O)N1CCN(c2ccccc2)CC1)C1CCCC1	1	-0.3	3	-3	/	2	/	-6	-3	0.8
O=C(O)/C(=C\c1ccc(C(F)(F)F)cc1)c1ccc(S(=O)(=O)N2CCCC2)s1	6	-0.6	10	-14	/	5	/	-3	-8	1.4
CCC(=O)N1CCc2cc(Br)cc(S(=O)(=O)CCC(=O)N(CC)CC)c21	2	-0.2	3	-5	-2	-2	12	9	1	-0.9
CCOc1cccc(C(=O)NNC(=O)CCC(=O)O)c1	-2	-0.3	-18	-5	-1	5	1	7	-1	0.1
Cc1cc2nc[nH]c(=O)n2n1	-4	i	-11	/	/	-8	/	3	/	0.9
COc1ccc(NS(=O)(=O)c2ccc3c(c2)CCC(=O)N3)cc1O	2	i	-8	1	/	-4	/	0	/	1.3
CC(=O)c1cc(-c2ccccc2)[nH]c1N1CCCC1	4	i	15	-19	57*	5	3	14	5	/
c1ccc(-n2cccc2)c(N2CCCCC2)c1	1	i	-12	-3	-4	0	-3	0	-1	1.7
O=C(NCCc1ccccc1)C1CCN(S(=O)(=O)N2CCCC2)CC1	-5	-0.4	12	-7	1	0	-5	-4	-1	2.3
CCOc1ccc(C(C)NC(=O)c2cccc(F)c2)cc1 (stereo unspecified)	6	0.6	-3	-7	0	5	0	6	-10	/
Cc1csc(NC(=O)CCCC(=O)c2ccccc2)n1	-1	i	-2	1	-2	-10	16	0	-6	-5.9
O=C(COC(=O)CNS(=O)(=O)c1ccc(F)c(F)c1F)Nc1ccc(OC(F)F)cc1	-11	-0.6	-1	-4	-8	-4	6	-5	0	1.3
Clc1ccc(-c2nnc3sc(Cc4cccs4)nn23)c(Cl)c1	3	-0.2	7	-22	2	49	6	-5	1	/
O=c1[nH]c(NC2CCN(S(=O)(=O)c3ccccc3C(F)(F)F)CC2)nc2c1CCCC2	6	-2.6	9	-3	-1	9	21	-2	/	1.2
O=C(O)c1c[nH]c2ccc(S(=O)(=O)N(CCCl)CCCl)cc12	1	-0.6	-7	-8	0	-2	-20	7	2	/
CCN1CCN(c2oc(COc3ccc(Cl)cc3)nc2C#N)CC1	-4	-0.8	3	2	-1	22	5	4	-3	-0.2
O=C(CSc1nnc(-c2cccnc2)n1Cc1ccco1)Nc1cccc(O)c1	4	-0.2	10	-7	-5	4	1	0	-7	0.8
O=C(CN1CCN(Cc2ccc(Cl)cc2)CC1)N/N=C/c1cccc(F)c1	-11	i	-1	i	5	13	5	3	-3	0.2
CCOc1ccc(N2C(=O)CC(N(CCc3ccc(OC)c(OC)c3)C(=O)/C=C/C(=O)O)C2=O)cc1 (stereo unspecified)	5	-0.8	5	-4	0	-13	18	10	-2	1.3
Cc1nc2sc3c(c2c(=O)n1/N=C/c1ccco1)CCCC3	-4	-7.7	-8	/	2	-7	-6	-1	4	/
COc1ncnc2c1ncn2CCCN1CCN(Cc2cccc3ccccc23)CC1	-1	-0.6	1	/	/	16	/	4	/	-0.5
COCc1nnc(NC(=O)C2CC(=O)N(CCc3ccc(F)cc3)C2)s1 (stereo unspecified)	5	-1.8	-15	-1	0	-1	16	3	1	1.3
CC(=O)NC(=S)Nc1ccccc1C(=O)NC1CCCCC1	-3	0.2	-5	-12	-2	10	-4	4	-8	/
O=C(Cn1c2[n+](c3ccc(C(F)(F)F)cc31)CCCCC2)Nc1ccc(Br)cc1	/	i	/	-6	0	-7	22	1	-5	/
Cc1cc(C)c(C#N)c(SCC(=O)CC(=O)OC(C)C)n1	-8	i	2	-3	5	-6	-1	-11	4	/
CC1CCCCC12NC(=O)N(CC(=O)OCC(=O)N(C)C1CCCCC1)C2=O (stereo unspecified)	-4	i	-1	-5	/	1	/	5	-3	0.9
